# High-throughput results deposited in PubChem BioAssay by ICCB-Longwood Screening Facility, Harvard Medical School.
# Polio RdRp inh: inhibitors of poliovirus RNA polymerase binding and polymerization; 150,000 compounds, 0.66% hits; % elongation, % (compound at 16.7 µg/mL); P03300; poliovirus polymerase elongation, fluorescence polarization; active compounds read low; in the data active = % elongation below about 90%; note: some results filed as inactive read as strong as hits
# Target sequence (P03300 1749-2209 limits assumed): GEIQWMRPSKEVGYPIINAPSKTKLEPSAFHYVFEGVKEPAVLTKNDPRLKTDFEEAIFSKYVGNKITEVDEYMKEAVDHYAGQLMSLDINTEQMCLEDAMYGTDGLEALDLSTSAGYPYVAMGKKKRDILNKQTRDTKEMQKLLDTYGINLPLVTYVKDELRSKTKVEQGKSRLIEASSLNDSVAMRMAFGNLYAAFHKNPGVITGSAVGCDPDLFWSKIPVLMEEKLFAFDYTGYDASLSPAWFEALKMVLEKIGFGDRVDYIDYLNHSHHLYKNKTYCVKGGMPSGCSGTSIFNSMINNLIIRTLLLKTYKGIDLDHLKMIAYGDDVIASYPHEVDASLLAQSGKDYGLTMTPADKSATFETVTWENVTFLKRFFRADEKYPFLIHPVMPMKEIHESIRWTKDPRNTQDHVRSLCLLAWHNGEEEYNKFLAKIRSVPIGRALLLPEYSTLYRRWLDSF
# Polio RdRp inh FP z-score: recorded beside Polio RdRp inh, whose call it bears; z-score; measured here: FP z-score; hits read low
# Active calls of the source: *. An excerpt; the hit share may differ from the screen's.
# A first look (2 entries):
mol,Polio RdRp inh,Polio RdRp inh FP z-score
Cc1cc(C(F)(F)F)c2c(-c3ccccc3)nn(-c3ccccc3)c2n1,101.0,-0.1
COCCCNC(=O)c1cn(CC(C)C)c(=O)c2c1c1ccccc1n2C,106.0,0.2

# Results, previewed entries included:
mol,Polio RdRp inh,Polio RdRp inh FP z-score
Cc1cc(C(F)(F)F)c2c(-c3ccccc3)nn(-c3ccccc3)c2n1,101.0,-0.1
COCCCNC(=O)c1cn(CC(C)C)c(=O)c2c1c1ccccc1n2C,106.0,0.2
S=C(N/N=C/c1cccnc1)NC1CCCCC1,104.0,0
CCC1(C)Cc2ccccc2-c2nc3n(c(=O)c21)CC(C(=O)O)S3 (stereo unspecified),101.0,-0.1
CCc1ccccc1NS(=O)(=O)c1cc(Br)cc2c1N(C(=O)C1CC1)CC2,104.0,-0.2
CC(C)CN(CC(C)C)S(=O)(=O)Cc1ccccc1,101.0,0.1
CCN1C(=O)c2cccc3c(NC(=O)c4cccc(N5C(=O)CCC5=O)c4)ccc1c23,101.0,0.1
Cc1ccc(NC(=O)CSc2nnc(N3C(=O)c4ccccc4C3=O)s2)c(C)c1,101.0,0
Cc1cccc(N2C(=O)C3C(C4=C(O)c5ccccc5C4=O)=NC(c4ccccn4)C3C2=O)c1 (stereo unspecified),104.0,0.4
Cc1ccc(S(=O)(=O)CCC(=O)Nc2ccc(OC(F)(F)F)cc2)cc1,105.0,-0.3

# (list continues)
mol,Polio RdRp inh,Polio RdRp inh FP z-score
Cc1nn(-c2ccccc2)c(C)c1/C=C1\CCCC2=C1OC(N)=C(C#N)C2c1c(C)nn(-c2ccccc2)c1C (stereo unspecified),112.0,2.1
CCN(Cc1ccccc1)C(=O)C1CCN(c2ncnc3c2nc2n3CCCCC2)CC1,108.0,0.3
Cc1cc(C)cc(OCC(=O)NC(Cc2c[nH]c3ccccc23)C(=O)O)c1 (stereo unspecified),103.0,-0.5
O=C(Cc1ccccc1)CC1(O)C(=O)Nc2ccccc21 (stereo unspecified),100.0,0.2
O=C(CN1C(=O)CCC1=O)Nc1ccc(Cl)cc1,107.0,0.6
CCc1ccc(NC(=O)CN(Cc2ccccc2)S(=O)(=O)c2ccc3nc(C)sc3c2)cc1,107.0,0.2
Cc1nc(-c2ccc(S(=O)(=O)Nc3ccc(OC(F)(F)F)cc3)cc2)co1,111.0,0.8
O=C(c1cccc(S(=O)(=O)N2CCOCC2)c1)n1nnc2ccccc21,94.0,-0.8
Cc1ccc(CN(C)C(=O)c2ccc(C#N)cc2)o1,101.0,-0.2
Cc1nc2ccccc2c(=O)n1/N=C/c1ccc(N2CCOCC2)cc1,105.0,0.4

# (list continues)
mol,Polio RdRp inh,Polio RdRp inh FP z-score
Cc1cc(Nc2ccccc2)n(-c2ccccc2C(=O)O)n1,102.0,0.2
CN(C)C(=O)C[n+]1ccc(C(N)=O)cc1,99.0,-0.1
COc1ccccc1C(=O)OCC(=O)c1ccccc1F,102.0,0.5
COC(=O)Nc1ccc(S(=O)(=O)n2cnc3ccccc32)cc1,105.0,0.1
COc1ccc(Cn2c(=O)c3oc4ccccc4c3n(Cc3cccc(F)c3)c2=O)cc1,101.0,-1.3
COCC(C)NC(=O)C1CC(=O)N(c2ccccc2)C1 (stereo unspecified),101.0,-0.3
CCCNS(=O)(=O)c1cc2c(cc1C)N(C)CCO2,103.0,0.1
COC(=O)C1=C(C)N(c2ccc(C)cc2)C(=O)/C1=C\c1ccc2c(c1)OCO2,104.0,0.5
O=C(CSc1nnc(-c2ccccc2)n1-c1ccccc1)NC(=O)CN1CCCC1=O,100.0,0
CN(C)/C=N/c1c(C#N)cnn1-c1ncnc2sc3c(c12)CCC3,100.0,-0.2

# A portion of the results above:
mol,Polio RdRp inh,Polio RdRp inh FP z-score
Cc1cc(Nc2ccccc2)n(-c2ccccc2C(=O)O)n1,102.0,0.2
CN(C)C(=O)C[n+]1ccc(C(N)=O)cc1,99.0,-0.1

# Going on with the list.
mol,Polio RdRp inh,Polio RdRp inh FP z-score
C=CCN(C(=O)CSc1nc2[nH]ncc2c(=O)n1-c1cccc2ccccc12)c1ccccc1,103.0,0.4
COc1cc(C2C(=O)N(C3CCCCC3)CC(=O)N2C2CCCC2)ccc1OC(C)C (stereo unspecified),105.0,-0.7
CCn1c2c(c3cc(F)ccc31)CCCC2=O,100.0,-0.3
C/C(=N\N)c1c(-c2ccccc2)c2cc(Cl)ccc2[nH]c1=O,96.0,-1.3
Nc1nonc1/C(=N/OC(=O)c1ccccc1)N1CCOCC1,106.0,1.7
CCOc1ccc(NC(=O)c2ccc3c(SCC(=O)O)c4c(nc3c2)CCCC4)cc1,100.0,-0.3
COc1ccccc1CNC(=O)C1CCCN(c2nn3cc(-c4ccc(F)cc4)nc3s2)C1 (stereo unspecified),106.0,-0.4
COc1ccc(CN(C)c2ccc(-c3nc(-c4ccccc4)no3)cc2[N+](=O)[O-])cc1,115.0,1.6
O=c1c2sc3ccccc3c2n(Cc2cccc(C(F)(F)F)c2)c(=O)n1Cc1ccco1,105.0,0.3
CCC1CCc2c(sc(NC(=O)CN3CCC4(CC3)OCCO4)c2C#N)C1 (stereo unspecified),103.0,0.4

# Next structures
mol,Polio RdRp inh,Polio RdRp inh FP z-score
COc1cccc(C(=O)Nc2nc3nc(-c4ccccc4)cc(=O)n3[nH]2)c1,104.0,-0.5
CC(=O)NC1C(=O)N(C(C)C)c2ccccc21 (stereo unspecified),101.0,0
O=C(O)CNc1ccc2nncn2n1,105.0,0.7
CC1CCN(C(C(=O)O)c2ccccc2)CC1 (stereo unspecified),103.0,0.7
COc1ccc(-c2cn3c(n2)sc2cc(C(=O)Nc4cccc(SC)c4)ccc23)cc1,105.0,-0.2
Cc1ccc(CNC(=O)c2cc3oc4ccccc4c3n2C)cc1,103.0,0.3
COc1ccccc1C(=O)NC1(C(F)(F)F)C(=O)Nc2c1c(=O)[nH]c(=O)n2-c1ccccc1 (stereo unspecified),104.0,0
Cc1ccc(S(=O)(=O)N(C)CC(=O)NN)cc1,106.0,0
CCOC(=O)Cn1c(=O)n(CC2CCCO2)c2nc(-c3ccccc3Cl)nc(C(N)=O)c21 (stereo unspecified),106.0,-0.2
CCOC(=O)C1=C(C)NC(SC)=NC1c1cccs1 (stereo unspecified),99.0,-0.7

# Following part
mol,Polio RdRp inh,Polio RdRp inh FP z-score
O=C(Oc1ccccc1Cl)C1CCCCC1,99.0,-0.4
Cc1cccc(-n2c(SCC(=O)NC3(C#N)CCCC3)nc3ccccc3c2=O)n1,105.0,0.3
CCc1ccc(NC(=O)c2cc3c(COC(C)=O)cnc(C)c3oc2=O)cc1,103.0,-0.3
COc1cc(/C=C/C(=O)Nc2cccc3c(=O)[nH][nH]c(=O)c23)cc(S(=O)(=O)N2CCc3ccccc32)c1OC,103.0,0.2
CN(C)C1(CNC(=O)C2CCN(S(=O)(=O)c3ccc4c(c3)OCCCO4)CC2)CCCCC1,99.0,-0.4
Cc1cc(C(=O)CSc2ncc(-c3ccccc3)n2C)c(C)n1-c1ccc(S(N)(=O)=O)cc1,103.0,0
COc1cc(NC(=O)c2nn(C)c3c2CS(=O)(=O)c2ccccc2-3)cc(OC)c1,105.0,-0.4
Cc1ccc(C)c(CN2C(=O)c3ccccc3Sc3ccc(C(=O)NCc4ccc5c(c4)OCO5)cc32)c1,108.0,0.3
COc1ccccc1/C=C/c1nc(C#N)c(N2CCCCC2)o1,111.0,0.7
Cc1cc(C(=O)COC(=O)CSc2nc3ccccc3o2)c(C)n1C,96.0,-1.2

# Additional compounds.
mol,Polio RdRp inh,Polio RdRp inh FP z-score
O=C(O)c1ccccc1C(=O)N1CCN(Cc2ccncc2)CC1,103.0,-0.2
Cc1cc(O)cc(C)c1Cl,99.0,-0.3
Cc1nn(-c2ccccc2)c2c1C1(C)CC(C)(O2)c2c(C)nn(-c3ccccc3)c2O1,98.0,-0.9
COc1ccc(C2=Nc3ccccc3SC(c3ccccc3)C2)cc1 (stereo unspecified),103.0,-0.1
CCCSc1ncc(Cl)c(C(=O)N2CCN(c3ccc(OC)cc3)CC2)n1,109.0,0.5
CC1CC1C(=O)OCc1ccc(Cl)cc1Cl (stereo unspecified),103.0,0.8
CCOC(=O)Cn1c(=O)oc2cc(S(=O)(=O)N(CC)c3ccc(C)c(C)c3)ccc21,101.0,0.2
NC(=S)Cc1nnc2n1CCCCC2,95.0,-0.4
O=C(Nc1ccccc1C(F)(F)F)C1(S(=O)(=O)c2ccc(Cl)cc2)CC1,108.0,0.5
CN(C)S(=O)(=O)c1cccc(CSc2nnc(-c3ccccc3Cl)n2C)c1,101.0,-0.3

# Continuation.
mol,Polio RdRp inh,Polio RdRp inh FP z-score
COc1ccc2c(CC(=O)N3CCCSc4ccccc43)coc2c1,105.0,0.4
O=C(Cc1nc2ccccc2[nH]1)c1cccs1,22.0*,-11.8*
O=C(Oc1cccc2cccnc12)N1c2ccccc2Sc2ccccc21,103.0,0.3
CCCc1c(C(=O)OCC)nnc2c(-c3ccccc3)c(C)nn12,104.0,-0.1
Cc1ccc(CSc2nc(N)cc(N)n2)cc1,101.0,-0.4
COc1ccc(Cn2c(SCC(=O)NCc3ccc(Cl)cc3)nc3ccsc3c2=O)cc1,106.0,-0.2
CC(C)Oc1ccc2c(C(F)(F)F)cc(=O)oc2c1,103.0,0.3
CCS(=O)(=O)c1ccccc1C(=O)Nc1sccc1C(=O)NC,104.0,0.7
CCC(=O)c1cn(CC(=O)NC2CCCCC2)c2ccccc12,105.0,0.2
COC(=O)C1C(c2ccc(Cl)cc2)C(C(=O)OC)S(=O)(=O)CS1(=O)=O (stereo unspecified),104.0,0.4

# Remaining list, next part:
mol,Polio RdRp inh,Polio RdRp inh FP z-score
C=Cc1ccc(CSc2nc(-c3ccc(OC)cc3)nc3c2Cc2c(CO)cnc(C)c2O3)cc1,112.0,1.1
CC(C(=O)Nc1ccc2c(c1)OCCO2)n1nnc(-c2ccccc2)n1 (stereo unspecified),106.0,0.3
COC(=O)c1cn(-c2ccccc2)nc1N,100.0,-0.1
Cc1ccc2cc(C#N)c(SCC(=O)NCc3ccco3)nc2c1,103.0,0.3
Cc1cc(C)cc(NC(=O)NCc2csc(-c3cccs3)n2)c1,104.0,0.2
CC1C(=O)N2CCCc3cc(S(=O)(=O)NCc4ccc(F)cc4)cc1c32 (stereo unspecified),102.0,-0.2
Cc1nnsc1-c1n[nH]c(=S)n1C1CC1,105.0,0.3
COCCNC(=O)c1ccc(-n2c(-c3ccccc3)cc3c2CCCCC3)cc1,110.0,0.5
N#C/C(C(=O)Nc1cc(C(F)(F)F)ccc1Cl)=C1\CCCN1,104.0,1.1
COC(=O)c1ccc(-c2c3c(nc4nc(N)[nH]c(=O)c24)-c2ccccc2C3=O)cc1,82.0,-5.8

# (cont.)
mol,Polio RdRp inh,Polio RdRp inh FP z-score
CCc1[nH]nc2c1C(c1cc(OC)c(OC(C)=O)c(OC)c1)C(C#N)=C(N)O2 (stereo unspecified),100.0,0
Cn1c(O)c(N=NC(=O)CCN2CCN(Cc3ccc4c(c3)OCO4)CC2)c2ccccc21,102.0,0
O=C(O)c1cc(Cl)c(Cl)cc1C(=O)Nc1ccc(Oc2ccccc2)cc1,104.0,0.2
Cc1cc(=O)oc2cc(OC(=O)c3cc4ccccc4o3)ccc12,98.0,-0.3
N#Cc1ccc(-c2cccnc2)n(CC(=O)N2CCOCC2)c1=O,101.0,-0.3
O=C1Nc2ncccc2OC1c1ccccc1 (stereo unspecified),103.0,-0.2
CC(=O)N1CCCC1c1nc2ccccc2n1Cc1ccccc1C (stereo unspecified),112.0,1
CCc1c(O)nc(SCC(=O)Nc2nnc(SCc3ccccc3)s2)[nH]c1=O,97.0,-0.6
CC1=C(C(=O)Nc2cccnc2)C(c2ccc(F)cc2)n2nc(SCc3ccccc3F)nc2N1 (stereo unspecified),106.0,0.3
c1coc(C2NCCS2)c1 (stereo unspecified),100.0,-0.4

# Next part
mol,Polio RdRp inh,Polio RdRp inh FP z-score
COC(=O)CNC(c1ccccc1)c1cc(Br)ccc1NC(=O)CCN1CCOCC1 (stereo unspecified),101.0,-0.2
COc1ccc(NC(=O)Cn2c(=O)c3cc(Cl)ccc3n3nncc23)cc1,108.0,0.7
Cc1nc(-c2ccccc2)nc(OC(=O)N(C)C)c1Oc1cccc(C(F)(F)F)c1,104.0,0.1
CN1c2ccccc2C(=O)/C(=C\Nc2cc(C(F)(F)F)cc(C(F)(F)F)c2)S1(=O)=O,102.0,-0.6
Cc1nc(SCCCCC#N)c2ccccc2n1,95.0,-1.4
Cc1ccc(-n2c(=O)[nH]c3ccc(Br)cc3c2=O)cc1,106.0,0.4
Cc1ccc2c(C)nc(N/C(N)=N/S(=O)(=O)c3ccccc3)nc2c1,104.0,0.4
CCc1ccc(NC(=O)c2sc3ncnc(N(C)C4CCCCC4)c3c2C)cc1,105.0,-0.5
CCn1cc(C(=O)NCc2ccccc2OC)c(=O)c2cc(S(=O)(=O)N3CCCCC3)ccc21,98.0,-1.2
COc1ccccc1COc1ncnc2c1cnn2-c1ccccc1,105.0,0.1

# (listing goes on)
mol,Polio RdRp inh,Polio RdRp inh FP z-score
S=c1nc2c(n[nH]1)[nH]c1ccccc12,98.0,-0.9
CCS(=O)(=O)N1CCN(CC2CC=CCC2)CC1 (stereo unspecified),102.0,0.2
O=C(Cn1nnc(-c2cccc(C(F)(F)F)c2)n1)NC1CC1,94.0,-2.6
COc1ccc(N2Cc3cccc(C(=O)Nc4cccc(OC)c4)c3C2=O)cc1,99.0,-1.5
CCOc1c(CNCc2ccc3c(c2)OCO3)cccc1OC,101.0,-0.1
O=C(NCC(c1ccco1)N1CCCCC1)c1cc(C(F)(F)F)cc(C(F)(F)F)c1 (stereo unspecified),100.0,-0.4
CCn1c(=O)[nH]c(=O)c2c(C(=O)OC)cc(-c3ccc(C)cc3)nc21,97.0,-0.4
CCc1nnc(NC(=O)CCCn2c(=O)oc3ccccc32)s1,103.0,0.2
CCN(CC)C(=S)SCc1cn2ccccc2n1,99.0,0
COC(=O)c1sc(NC(=S)Nc2ccn(C)n2)c(C(=O)OC)c1C,100.0,0
CN(C(=O)COC(=O)c1ccc(Cl)c(N)c1)c1ccccc1,103.0,0.7
Cn1c(N)nc(N)c(NC(=O)COc2ccc(Cl)cc2Br)c1=O,72.0,-3.6
